# Bioassay records: PubChem BioAssay, several laboratories
# GPR55 activation: selective activators of receptor GPR55 – imaging, U2OS cells, beta-arrestin-GFP redistribution, primary screen (AID 1961) | U2OS GPR55 beta-arrestin-GFP redistribution imaging; higher % means a stronger effect | activation, % at 10 µM, or EC50 in µM where a hit was titrated | 290,000 tested, 0.048% active;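 active = activation above 40% with more than 50 cells counted in the well; inconclusive = wells holding fewer than 50 cells, flagged as toxic or sparse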;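 note: U2OS osteosarcoma cells stably expressing GPR55 and beta-arrestin-GFP; plate controls were DMSO negative control for no effect and LPI positive control for full effect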
# KOR beta-arrestin-1: kappa opioid receptor activators – cell-based, luminescence, uHTS, primary screen (AID 1777); KOR beta-arrestin recruitment, luminescence; higher % means a stronger effect; one-dose activation, % at 10 µM; EC50 in µM for titrated hits; 280,000 tested, 0.02% active; in the data active = activation above about 50%, passing the limit was not always enough; note: a part of the inactive calls stands beside numbers as strong as those of hits
# Large T inhibition: TAg ATPase/helicase activity blockers – biochemical (AID 1903) | 310,000 tested, 0.39% active | SV40 large T antigen ATPase/helicase inhibition assay; higher % means a stronger effect | one-dose inhibition, % at 20 µM; IC50 in µM for titrated hits; in the data active = a potency from the dose series; inconclusive = inhibition mostly from about 32% at the one dose, without a potency; inactive = the rest, 99 in 100 with inhibition below about 32%; note: strong numbers were not always called active
# NOD1 NF-kB reporter: inhibition of NOD1-driven NF-kB reporter – cell-based, luminescence, uHTS, primary screen (AID 1578); NOD1-driven NF-kB luciferase reporter cells, luminescence; higher % means a stronger effect; one-dose inhibition, % at 4 µM; EC50 in µM for titrated hits; 290,000 tested, 1% active; in the data active = inhibition mostly above about 36%, no sharp cut-off; inactive = mostly below about 34%;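 note: HEK-293T reporter cells stimulated with the NOD1 agonist gamma-tri-DAP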
# GPR55 LPI antagonism: GPR55 antagonists blocking LPI-driven arrestin recruitment, primary screen, imaging, U2OS, beta-arrestin-GFP, LPI agonist (AID 2013) | inhibition, % at 10 µM, or IC50 in µM where a hit was titrated | U2OS GPR55 beta-arrestin-GFP translocation imaging, LPI antagonism; higher % means a stronger effect | 290,000 tested, 0.13% active;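 active = spots per cell inhibited over 60%, with over 100 cells counted and total cytoplasm intensity under 500,000; inconclusive = wells with under 100 cells, flagged as likely toxic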;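 note: U2OS cells stably carrying GPR55 and arrestin-GFP stimulated by 5 µM LPI near EC80; imaged beta-arrestin-GFP aggregate spots per cell after agonist stimulation; plate controls were LPI-stimulated DMSO wells for no effect and DMSO wells without LPI for full effect; some results filed as inactive read as strong as hits; confirmed hits need IC50 under 10 µM and bright autofluorescent wells are also inconclusive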
# KOR beta-arrestin-2: kappa opioid receptor blockers – cell-based, luminescence, uHTS (AID 1778); KOR beta-arrestin recruitment, luminescence, antagonist mode; higher % means a stronger effect; one-dose inhibition, % at 10 µM; IC50 in µM for titrated hits; 290,000 tested, 0.091% active; note: strong numbers were not always called active
# MgcRacGAP inhibition: MgcRacGAP GTPase-activating activity inhibitors, confirmation, biochemical, ADP Hunter fluorescence | MgcRacGAP-stimulated Rac1 GTP hydrolysis, ADP Hunter fluorescence; higher % means a stronger effect; GST-tagged Rac1 F28L mutant substrate | one-dose inhibition, % at 30 µM; IC50 in µM for titrated hits | 340,000 tested, 0.6% active | AID 624330;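 active = first-screen hits whose inhibition reached a set limit at any dose in the follow-up dose series; inconclusive = inhibition above the set first-screen limit but never retested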;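 note: fluorescence reports GDP produced by GAP-driven GTP hydrolysis; strong numbers were not always called active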
# HIV fusion peptide: inhibitors of HIV fusion peptide binding, primary screen, biochemical, uHTS, fluorescence dequenching (AID 1986). 290,000 tested, 0.3% active. inhibition, % at 20 µM; hits with a dose series show IC50 in µM. cell-free peptide binding, fluorescence dequenching, 30 min; higher % means a stronger effect; in the data active = inhibition mostly above about 52%, no sharp cut-off; inactive = mostly below about 76%; note: some results filed as inactive read as strong as hits
# NOD2 inhibition: inhibition of NOD2-driven NF-kB reporter – cell-based, luminescence, uHTS, HEK293 (AID 1566) | HEK293 NOD2/NF-kB luciferase reporter, luminescence; higher % means a stronger effect | inhibition, % at 4 µM; hits with a dose series show EC50 in µM | 290,000 tested, 0.63% active; note: many of its hits are not listed in these tables
# * = called active by the depositor; ? = inconclusive; / = no result given; [ ] = dose if it differs, or a comment. Cut-off read from the data, not from the text of the source, unless noted: active = inhibition above about 50%; inactive = the rest.
SMILES,GPR55 activation,KOR beta-arrestin-1,Large T inhibition,NOD1 NF-kB reporter,GPR55 LPI antagonism,KOR beta-arrestin-2,MgcRacGAP inhibition,HIV fusion peptide,NOD2 inhibition
COc1ccccc1CNC(=O)CN(Cc1ccc(Cl)cc1)S(C)(=O)=O,-0.2%,-2.4%,1%,-20%,0%,-12%,-4%,0.0%,24%
CCN(CC)C(=O)CSc1ncnc2c1cnn2Cc1ccccc1,0.2%,-7.9%,2%,7%,11%,-8%,0%,2.6%,12%
Cc1noc(/C=C/c2cccnc2)c1[N+](=O)[O-],0.5%,-6.0%,3%,15%,1%,-28%,6%,-1.5%,8%
CCN(CCCNC(=O)CNC(=O)c1nn(-c2ccc(OC)cc2)c(=O)c2ccccc12)c1cccc(C)c1,0.2%,-4.5%,7%,9%,-5%,-2%,9%,-1.1%,22%
Cc1ccc(C)c(/C=N/NC(=S)NCCc2ccccc2)c1,-0.2%,-6.8%,10%,-1%,1%,13%,6%,-2.6%,14%
O=C(Cn1ccc2ccccc2c1=O)NCCC(=O)N1CCCCC1,0.3%,1.0%,7%,-15%,9%,-17%,6%,-0.7%,2%
CCOCCCNC(=O)c1oc2ccc(S(=O)(=O)N3CCOCC3)cc2c1C,-0.2%,-2.7%,7%,-20%,-1%,-16%,11%,1.1%,2%
O=c1/c(=C/c2ccc(O)cc2)sc2n1CCCN=2,-0.2%,2.1%,29%,-71%,20%,-25%,20µM*,6.4%,-133%
O=S(=O)(Nc1ccc2c(c1)oc1ccccc12)N1CCCC1,0.0%,-4.3%,7%,59%,-4%,-10%,11%,1.4%,1%
O=C(NCc1ccc(C(F)(F)F)cc1)C1CC(c2c(Cl)cccc2Cl)=NO1 (configuration not stated),0.3%,-3.5%,13%,-7%,15%,14%,2%,3.8%,8%
O=C(O)c1ccccc1N/N=C/c1c(Sc2nnnn2-c2ccccc2)nc2ccccn2c1=O,-0.2%,-3.4%,13%,0%,34%,40%,12%,81%*,4%
Cc1cc(=O)oc2cc(NS(=O)(=O)c3ccccc3)ccc12,0.1%,-3.2%,6%,0%,2%,-10%,-6%,-1.1%,15%
CCOC(=O)c1c(C)[nH]c(C)c1C(=O)COC(=O)/C=C/c1ccc(OC(F)F)cc1,-0.2%,-2.3%,3%,2%,-3%,12%,6%,-2.4%,10%
Cc1cc(C)n2nc(CC(=O)NNC(=O)COc3cccc(C)c3C)nc2n1,-0.2%,-3.1%,5%,-11%,-12%,-28%,-4%,0.9%,-8%
Cc1[nH]c2ccccc2c1/C=N/n1cnnc1,0.3%,-3.2%,4%,14%,-11%,-35%,11%,16%,-9%
CCCn1c(C)cs/c1=N\C(=S)Nc1ccccc1,-0.3%,-3.2%,18%,-5%,12%,24%,6%,2.0%,13%
CCN(c1ccccc1)S(=O)(=O)c1ccc(Cl)c(C(=O)OCC(=O)c2[nH]c(C)c(C(C)=O)c2C)c1,0.1%,0.4%,-17%,-5%,-2%,/,8%,1.3%,14%
COc1cc(C(CCN2CCCC2)c2c(OC)cc(OC)c3c(-c4ccccc4)cc(=O)oc23)cc(OC)c1OC (configuration not stated),1.4%,1.2%,18%,-2%,0%,-1%,8%,0.0%,17%
CCOc1ccc(N2CC(C(=O)N3CCCCC3)CC2=O)cc1 (configuration not stated),-0.1%,4.9%,0%,25%,4%,-49%,6%,1.2%,-4%
O=S(=O)(c1ccccc1)N1N=C(c2ccccc2)CC1c1ccco1 (configuration not stated),0.2%,7.9%,19%,45%,-20%,-68%,/,0.4%,44%
Cc1cc(C(=O)Nc2ccc(C#N)cc2)on1,0.2%,-3.5%,0%,0%,4%,0%,-1%,-1.7%,-18%
O=C(OCc1cc(=O)n2cc(Br)ccc2n1)C1COc2ccccc2O1 (configuration not stated),0.0%,-4.5%,3%,-4%,5%,16%,5%,0.4%,13%
COc1ccc(Cl)cc1NC(=O)CSc1nc2sccc2c(=O)[nH]1,0.4%,7.7%,-7%,9%,-14%,-63%,12%,2.4%,30%
COC(=O)Cc1[nH]c(Cl)nc1C(N)=O,0.4%,3.5%,13%,-8%,-1%,6%,/,0.1%,-1%
N/C(=N\OC(=O)CCC1CCCCC1)c1cccnc1,0.2%,-4.1%,-3%,2%,20%,6%,3%,0.6%,-4%
COc1ccccc1CCNC(=O)CSc1ccc(-c2cccs2)nn1,0.2%,-7.8%,7%,-18%,2%,-8%,7%,-1.7%,6%
O=C(N/N=C/c1ccc(O)c(O)c1)c1cc(-c2ccccc2)nc2ccccc12,-0.2%,-2.9%,54µM*,-23%,-6%,17%,?,14%,11%
CCN(CC)C(=O)C1=C(C)NC(=S)NC1c1cccs1 (configuration not stated),0.1%,-3.2%,5%,-28%,-13%,18%,9%,0.1%,-34%
CCn1c(SCC(=O)NC2CCS(=O)(=O)C2)nnc1-c1ccccc1 (configuration not stated),0.2%,-4.1%,5%,-7%,-8%,-16%,4%,1.1%,13%
Cc1nc2c(Cl)c(C)nn2c2c1CCC2,-0.3%,-4.2%,14%,-18%,0%,6%,5%,-1.7%,19%
COc1ccc(-c2nn(-c3ccccc3)cc2C2CC(c3cccs3)=NN2C(=O)CCCC(=O)O)cc1 (configuration not stated),-0.1%,7.5%,-8%,7%,1%,-13%,5%,13%,-6%
COCC(=O)n1nc(-c2ccccc2)nc1NCc1ccccc1,0.2%,-1.5%,6%,-26%,2%,-57%[20 µM],8%,-1.1%,-19%
CCOC(=O)c1[nH]c2ccccc2c1NC(=O)CN(C)C,-0.2%,-3.0%,3%,1%,12%,-21%,0%,-0.3%,16%
Nn1c(SCC(=O)NCc2ccccc2)nnc1C1CC1,1.1%,3.7%,0%,9%,2%,10%,2%,-2.2%,14%
COc1ccccc1-c1nc(SCC(=O)O)n[nH]1,-0.1%,-5.1%,17%,-11%,4%,-12%,3%,0.9%,14%
COC(=O)c1cc(S(=O)(=O)NCC2CCN(Cc3ccc(C)cc3)CC2)cn1C,-0.1%,5.4%,4%,-6%,-6%,-17%,9%,1.0%,9%
COCCn1ccc(O)c(Cc2ccccc2)c1=O,0.0%,-6.0%,5%,-10%,2%,25%,5%,-0.4%,3%
COc1ccc(Cn2nnc3c(=O)[nH]c(C4CCN(S(=O)(=O)c5ccc(C)cc5)CC4)nc32)cc1,-0.2%,-3.0%,13%,-5%,6%,3%,-20%,2.0%,12%
Cc1ccc(-c2nnc(N)o2)cc1,0.0%,1.9%,13%,-32%,2%,-17%,5%,-0.7%,-11%
CCOc1ccc(S(=O)(=O)n2nnc3ccccc32)cc1C,0.0%,-1.3%,-1%,2%,5%,5%,/,-1.3%,-9%
CC(=O)c1c(O)cc(C(C)C)n(-c2ccccc2)c1=O,0.3%,-3.7%,5%,-9%,11%,-13%,4%,-1.0%,6%
CCOC(=O)CSC1=N/C(=C/c2ccc(-n3cncn3)cc2)C(=O)N1C(C)=O,-0.2%,1.9%,16%,8%,3%,-3%,12%,1.9%,15%
O=C1CN(C(=O)CSc2nc3cc(Cl)ccc3c(=O)n2Cc2ccccc2)c2ccccc2N1,0.6%,-7.5%,18%,-2%,20%,33%,11%,3.0%,16%
CCc1ccc(Nc2nc(N)nc(CSc3nc4ccccc4s3)n2)cc1,-0.1%,2.3%,13%,33%,-6%,-38%,9%,-0.7%,0%
O=C(Cc1ccccc1)NC1CCS(=O)(=O)C1 (configuration not stated),-0.4%,-4.4%,8%,-16%,18%,0%,15%,-1.3%,7%
O=C(Nc1ccc(Cl)c(Cl)c1)Nc1nnc(CSc2ccccc2)s1,0.1%,8.1%,16%,74%*,-11%,13%,9%,-3.1%,12%
O=C(CC(NC(=O)c1ccccc1)c1ccccc1)Nc1cccc2ccccc12 (configuration not stated),0.5%,-1.3%,3%,-23%,0%,8%,10%,7.7%,-29%
C=CCn1c(CC(=O)OC)csc1=Nc1ccc(C(C)=O)cc1,-0.3%,-6.1%,10%,-11%,16%,-23%,3%,1.0%,-2%
CC(C)CCn1c(N2CCc3ccccc3C2)nc2c1c(=O)[nH]c(=O)n2C,2.9%,-6.2%,11%,-12%,1%,-25%,9%,2.1%,17%
Cc1ccccc1CC(=O)Nc1ccon1,-0.1%,-1.4%,27%,-15%,0%,0%,7%,-1.4%,-4%

# In the list so far, 10 contain a halogen.
SMILES,GPR55 activation,KOR beta-arrestin-1,Large T inhibition,NOD1 NF-kB reporter,GPR55 LPI antagonism,KOR beta-arrestin-2,MgcRacGAP inhibition,HIV fusion peptide,NOD2 inhibition
COc1ccccc1CNC(=O)CN(Cc1ccc(Cl)cc1)S(C)(=O)=O,-0.2%,-2.4%,1%,-20%,0%,-12%,-4%,0.0%,24%
O=C(NCc1ccc(C(F)(F)F)cc1)C1CC(c2c(Cl)cccc2Cl)=NO1 (configuration not stated),0.3%,-3.5%,13%,-7%,15%,14%,2%,3.8%,8%
CCOC(=O)c1c(C)[nH]c(C)c1C(=O)COC(=O)/C=C/c1ccc(OC(F)F)cc1,-0.2%,-2.3%,3%,2%,-3%,12%,6%,-2.4%,10%
CCN(c1ccccc1)S(=O)(=O)c1ccc(Cl)c(C(=O)OCC(=O)c2[nH]c(C)c(C(C)=O)c2C)c1,0.1%,0.4%,-17%,-5%,-2%,/,8%,1.3%,14%
O=C(OCc1cc(=O)n2cc(Br)ccc2n1)C1COc2ccccc2O1 (configuration not stated),0.0%,-4.5%,3%,-4%,5%,16%,5%,0.4%,13%
COc1ccc(Cl)cc1NC(=O)CSc1nc2sccc2c(=O)[nH]1,0.4%,7.7%,-7%,9%,-14%,-63%,12%,2.4%,30%
COC(=O)Cc1[nH]c(Cl)nc1C(N)=O,0.4%,3.5%,13%,-8%,-1%,6%,/,0.1%,-1%
Cc1nc2c(Cl)c(C)nn2c2c1CCC2,-0.3%,-4.2%,14%,-18%,0%,6%,5%,-1.7%,19%
O=C1CN(C(=O)CSc2nc3cc(Cl)ccc3c(=O)n2Cc2ccccc2)c2ccccc2N1,0.6%,-7.5%,18%,-2%,20%,33%,11%,3.0%,16%
O=C(Nc1ccc(Cl)c(Cl)c1)Nc1nnc(CSc2ccccc2)s1,0.1%,8.1%,16%,74%*,-11%,13%,9%,-3.1%,12%

# This is a subset; the hit share may differ from the screen's.
